Tau fibril ThT = qHTS for Inhibitors of Tau Fibril Formation, Thioflavin T Binding; hit rate 2.1% among 270,000; recombinant tau K18 P301L, heparin-induced fibrillization, ThT fluorescence; Potency, µM (series often up to 57.4 µM), without a hit: top-dose activity, negative = inhibition, usual class: inhibitors; further: on the % scale 0 is the no-effect control and ±100 the full control effect; nearly all actives have a fitted effect of over 55% in size
Target sequence (P10636 561-689 P618L limits assumed): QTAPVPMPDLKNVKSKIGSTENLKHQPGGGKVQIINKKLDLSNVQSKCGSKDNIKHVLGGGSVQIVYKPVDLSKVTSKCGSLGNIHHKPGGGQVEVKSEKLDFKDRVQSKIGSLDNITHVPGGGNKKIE
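Recombinant human tau K18 fragment […] carrying P301L, 15 uM unlabeled plus 0.24 uM Alexa 594-labeled, was fibrillized with 20 uM heparin in 100 mM sodium acetate pH 7 for 6 hr at 37 C; 30 uM ThT fluorescence read after 1 hr.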
SMN2 splice up = qHTS Assay for Enhancers of SMN2 Splice Variant Expression; Potency, µM (top dose mostly 46.1 µM), without a hit: top-dose activity change, positive = activation, actives largely listed as activators; AID 1458, 2008; HEK293 SMN2-luciferase splicing reporter, luminescence, 30-36 h; hit rate 2.8% among 210,000; further: % of control where 0% means no effect; nearly all actives have a fitted effect of over 55% in size
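HEK293 cells carry an SMN2 […]–luciferase reporter in which exon 7 inclusion puts luciferase in frame. Cells were plated 10-12 h before compound addition, then incubated 30-36 h at 37C. ONE-Glo luminescence was read; sodium butyrate at 4.5 mM final served as control.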
HTT cytoprotect = qHTS Multiplex Assay to Identify Dual Action Probes in a Cell Model of Huntington: Cytoprotection (ATP); Potency, µM (titrated, usually from 56.4 µM), for the others: cytoprotection (ATP increase), actives largely listed as activators; PC12 HTT-Q103 induced, cytoprotection, ATP luminescence, 40 h; AID 1471, 2008; hit rate 0.14% among 230,000;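 further: % of control where 0% means no effect; nearly all actives have a fitted effect of over 45% in size; toxic huntingtin expression switched on by the ecdysone agonist tebufenozide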
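Quantitative HTS on tebufenozide-induced (100 nM) PC12 cells expressing HTTQ103 exon 1–GFP; compounds tested as a concentration series; survival measured via cellular ATP.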
ALDH1A1 block = qHTS Assay for Inhibitors of Aldehyde Dehydrogenase 1 (ALDH1A1); Purified ALDH1A1, NADH fluorescence, propionaldehyde substrate; Aldehyde dehydrogenase 1A1 (Homo sapiens), P00352; hit rate 7.3% among 220,000; Potency, µM (highest dose often 75.3 µM), for the others: top-dose activity, negative = inhibition, hits mostly inhibitors; active means well fitted inhibition curve with a large enough effect, not every such curve was filed as active; inconclusive means small, poorly fitted or top-dose-only effect, or another doubt; inactive means no such curve, though single readings can be large or run the other way;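 further: plate controls were no enzyme wells and a reference inhibitor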
Target sequence (P00352 whole entry, looked up): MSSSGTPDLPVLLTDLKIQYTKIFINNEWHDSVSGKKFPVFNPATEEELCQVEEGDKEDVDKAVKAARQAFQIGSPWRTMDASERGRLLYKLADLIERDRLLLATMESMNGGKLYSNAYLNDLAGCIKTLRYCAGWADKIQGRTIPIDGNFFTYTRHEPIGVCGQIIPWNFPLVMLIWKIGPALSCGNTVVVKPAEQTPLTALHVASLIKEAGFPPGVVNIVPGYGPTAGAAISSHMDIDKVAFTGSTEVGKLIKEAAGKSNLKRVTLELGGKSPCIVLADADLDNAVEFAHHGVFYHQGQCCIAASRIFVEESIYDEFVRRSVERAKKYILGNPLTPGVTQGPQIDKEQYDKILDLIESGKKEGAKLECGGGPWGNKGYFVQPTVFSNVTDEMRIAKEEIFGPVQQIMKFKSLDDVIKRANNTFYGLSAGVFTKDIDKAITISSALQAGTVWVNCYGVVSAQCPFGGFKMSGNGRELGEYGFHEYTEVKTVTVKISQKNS
Tau fluor counter = Counterscreen qHTS for Inhibitors of Tau Fibril Formation, Fluorescence Polarization | tau K18 P301L (four-repeat tau fragment) Alexa594 fluorescence, heparin fibrillization | Potency, µM (doses to about 57.7 µM), for inactives: at the top dose activity change, negative = decrease | hit rate 0.93% among 280,000 | AID 1463, 2008; further: on the % scale 0 is the no-effect control and ±100 the full control effect; nearly all actives have a fitted effect of over 55% in size
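Human K18 P301L tau (15 uM unlabeled plus 0.24 uM Alexa 594-labeled, final) in 100 mM sodium acetate pH 7 was mixed with compound and 20 uM heparin and incubated 6 hr at 37 C.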
Tau fibril FP = qHTS for Inhibitors of Tau Fibril Formation, Fluorescence Polarization; K18 P301L tau heparin fibrillization, Alexa594 FP, 6 h; Potency, µM (top dose mostly 57.7 µM), inactives show at the highest dose activity, negative = inhibition, most hits filed as inhibitors; hit rate 0.39% among 280,000; further: on the % scale 0 is the no-effect control and ±100 the full control effect; nearly all actives have a fitted effect of over 55% in size
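Steps: dispense K18 P301L tau (15 uM plus 0.24 uM Alexa 594 tracer, final) in pH 7 sodium acetate; add compound; add heparin (20 uM final); incubate 6 hr, 37 C; add ThT (30 uM final); after 1 hr ambient, read FP.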
HttQ103 aggreg = qHTS Multiplex Assay to Identify Dual Action Probes in a Cell Model of Huntington: Aggregate Formation (GFP) | PC12 HttQ103-GFP aggregates, Acumen cytometry, 40 h | Potency, µM (highest dose often 46.1 µM), for inactives: top-dose activity change, negative = inhibition, hits mostly inhibitors | hit rate 1.1% among 220,000 | AID 1688, 2009; further: on the % scale 0 is the no-effect control and ±100 the full control effect; nearly all actives have a fitted effect of over 60% in size
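Huntingtin Q103 exon 1–GFP aggregates in induced PC12 cells (100 nM tebufenozide) were quantified by cytometry from lysates, with compounds dosed in titration.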
JMJD2E inh = qHTS Assay for Inhibitors of Human Jumonji Domain Containing 2E (JMJD2E); Potency, µM (series often up to 57.1 µM), inactives show at the highest dose activity change, negative = inhibition, actives largely listed as inhibitors; AID 2147, 2009; Lysine-specific demethylase 4E (Homo sapiens), B2RXH2; JMJD2E catalytic domain, FDH-coupled NADH fluorescence (FDH is formaldehyde dehydrogenase); hit rate 1.6% among 230,000; active means well fitted inhibition curve with a large enough effect, not every such curve was filed as active; inconclusive means small, poorly fitted or top-dose-only effect, or another doubt; inactive means no such curve, though single readings can be large or run the other way;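 further: 0% = wells with enzyme and -100% = buffer wells without enzyme; nearly all actives have a fitted effect of over 50% in size; many of its hits are not listed in these tables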
Target sequence (B2RXH2 1-337 limits assumed): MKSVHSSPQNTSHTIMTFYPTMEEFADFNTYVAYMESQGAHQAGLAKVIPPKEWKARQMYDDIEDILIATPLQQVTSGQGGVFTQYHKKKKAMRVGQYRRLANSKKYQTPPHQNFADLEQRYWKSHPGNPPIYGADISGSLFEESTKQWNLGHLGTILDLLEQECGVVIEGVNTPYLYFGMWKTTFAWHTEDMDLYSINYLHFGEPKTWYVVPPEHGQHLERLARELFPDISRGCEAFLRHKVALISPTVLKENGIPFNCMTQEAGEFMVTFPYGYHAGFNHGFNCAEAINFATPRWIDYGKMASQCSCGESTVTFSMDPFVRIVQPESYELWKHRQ
An asterisk follows results filed as active; ? = inconclusive; · = not tested or not shown; [ ] = dose if it differs, or a comment. Unless noted, the call rests on the fitted dose curve; in most records, active means well fitted curve in the direction sought with a large enough effect; inconclusive means small, poorly fitted or top-dose-only effect, or another doubt; inactive means no such curve, though single readings can be large; an effect the other way counts as inactive or inconclusive. Potency means the concentration at half of the fitted maximal effect.

SMILES	Tau fibril ThT	SMN2 splice up	HTT cytoprotect	ALDH1A1 block	Tau fluor counter	Tau fibril FP	HttQ103 aggreg	JMJD2E inh
Cc1cccc(N2C(=O)CS/C2=N\NC(=O)c2ccc(Cl)cc2)c1C	-1.3%	20.9%	16.1%[10 µM]	-5.3%	2.2%	13.4%	-4.1%	5.0%
O=C(c1oc2ccccc2c1CSCc1ccccc1)N1CCN(c2ncccn2)CC1	-12.3%	-37.8%[inhibitor]	-7.8%[10 µM]	12.6µM*	-13.6%	2.5%	?	-12.0%
Cc1noc(C)c1CSc1nc2ccccc2n1C	-5.2%	-4.6%	-16.1%	8.8%	5.2%	7.4%	4.3%	7.6%
CC1CN(C(=O)C(c2ccccc2)c2ccccc2)CC(C)O1 (stereo not given)	-12.5%	-5.8%	-22.8%	0.4%	-12.1%	1.6%	13.5%	0.3%
Cc1ccc(/C=N/NC(=O)CNC(=O)COc2ccccc2)o1	-5.7%	6.3%	3.2%[10 µM]	-8.2%	-8.0%	-5.2%	-0.1%	-0.7%
c1ccc(Cn2c(CN3CCCC3)nc3ccccc32)cc1	-12.3%	-5.5%	15.5%	25.9%	-7.9%	-10.5%	2.1%	-8.8%
CNc1nc2c3ccccc3n(C(C)=O)c2s1	?	-1.7%	-17.5%	-5.3%	-28.4%	-6.6%	0.8%[9.22 µM]	8.8%
O=C(CN1CCCC1)Nc1ccc(-c2nc3cc(NC(=O)CN4CCCC4)ccc3o2)cc1	7.0%	2.4%	-51.8%[inhibitor][10 µM]	?	5.8%	-7.2%	?	?
CC(C)c1ccc(N2CC(C)(C)C2=O)cc1	-8.7%	12.2%	-7.3%	-0.5%	-6.2%	0.3%	0.3%	1.4%
CC(Sc1nc2ccccc2s1)C(=O)NCc1ccc2c(c1)OCO2 (stereo not given)	-4.1%	·	-83.0%[inhibitor][10 µM]	?	-7.5%	4.1%	?	-3.2%
N#C/C(=C\c1cn(CCOc2ccccc2)c2ccccc12)C(=O)NCc1ccco1	3.7%	8.7%	-25.6%	16.9%	-5.7%	-12.0%	7.7%	·
Fc1ccccc1-n1ncc2c1ncn1nc(-c3ccccc3Cl)nc21	?	5.0%	·	·	-20.2%	-8.8%	·	·
CC(C)=NNc1nc(-c2ccccc2)c(C)s1	?	-9.9%	-20.0%	?	?	8.4%	2.7%	-6.2%
COc1ccc(OC)c(N2C(=O)CC(C(C)c3ccccc3)C2=O)c1 (stereo not given)	-2.0%	-17.0%	-5.1%	-2.3%	-6.5%	0.6%	-18.3%	-3.0%
O=C(Nc1cccc(S(=O)(=O)N2CCOCC2)c1)[C@@H]1CCCN1S(=O)(=O)c1ccc(Cl)cc1	13.1%	-36.2%[inhibitor]	24.0%[0.074 µM]	9.0%	12.5%	4.4%	14.6%	-0.8%
CCn1cc(C(=O)Nc2ccc(C)c([N+](=O)[O-])c2)cn1	?	7.4%	-2.6%[10 µM]	?	-16.5%	6.6%	17.6%	1.7%
O=C(Nc1ccccc1)/C(=C/c1ccccc1)NC(=O)c1ccco1	-6.4%	9.9%	-2.1%[10 µM]	1.1%	-1.6%	-1.2%	6.7%	-15.1%
O=C(NNC(=O)c1cccc([N+](=O)[O-])c1)c1ccncc1	-3.0%	·	14.8%[10 µM]	7.7%	11.7%	3.6%	6.4%[9.22 µM]	-2.4%
N#C/C(=C(/O)CN1CCOCC1)c1nc(-c2ccccc2)cs1	-13.1%	13.6%	-20.6%[0.074 µM]	1.0%	-5.2%	4.0%	-3.2%	-1.9%
N#Cc1cc2c(nc1SCc1nc3ccccc3[nH]1)CCC2	6.31µM*	8.91µM*	-115.6%[inhibitor]	?	?	12.3%	-12.0%	?
CSC1=Nc2sc3c(c2C2=NCCN12)CCCC3	-12.4%	·	-8.7%	14.1µM*	-7.7%	-4.7%	29.3%	-29.5%
COc1ccc(C(=O)N2CCCCC2)cc1S(=O)(=O)Nc1cccc(C(=O)O)c1	-6.2%	21.8%	15.0%[10 µM]	?	-1.6%	-12.8%	17.9%	-0.6%
CCOC(=O)C1CCCN(C(=O)CCCOc2cc(=O)n(C)c3ccccc23)C1 (stereo not given)	-12.4%	8.0%	-5.9%	10.7%	-7.9%	-7.5%	13.0%	1.1%
Nc1cc(N)nc(SCC(=O)N2CCCCC2)n1	-2.4%	-10.9%	-2.2%	-4.5%	6.0%	6.9%	-12.4%	2.0%
CC(CCc1ccccc1)NC(=O)C1CCN(C(=O)c2sccc2-n2cccc2)CC1 (stereo not given)	-14.8%	-6.2%	6.7%	0.355µM*	-2.3%	7.8%	-13.6%	5.8%

Gathered by group: those above with a thiophene ring, fused or not (2)
SMILES	Tau fibril ThT	SMN2 splice up	HTT cytoprotect	ALDH1A1 block	Tau fluor counter	Tau fibril FP	HttQ103 aggreg	JMJD2E inh
CSC1=Nc2sc3c(c2C2=NCCN12)CCCC3	-12.4%	·	-8.7%	14.1µM*	-7.7%	-4.7%	29.3%	-29.5%
CC(CCc1ccccc1)NC(=O)C1CCN(C(=O)c2sccc2-n2cccc2)CC1 (stereo not given)	-14.8%	-6.2%	6.7%	0.355µM*	-2.3%	7.8%	-13.6%	5.8%

Following part:
SMILES	Tau fibril ThT	SMN2 splice up	HTT cytoprotect	ALDH1A1 block	Tau fluor counter	Tau fibril FP	HttQ103 aggreg	JMJD2E inh
CC(C)CC1Nc2ccc(C(=O)NCCCOC(C)C)cc2NC1=O (stereo not given)	-8.1%	-5.4%	·	·	-10.1%	3.3%	·	·
O=C(Nc1cccnc1)c1ccccc1-c1ccccc1	-0.5%	-7.2%	-0.9%[10 µM]	-6.1%	3.0%	-0.9%	5.1%[9.22 µM]	-0.9%
COc1ccccc1N1CCN(C(=O)Nc2ccc([N+](=O)[O-])cc2)CC1	-12.2%	5.0%	5.5%[0.074 µM]	0.4%	-11.3%	9.6%	11.5%	2.2%
CC(=O)Nc1cc(-c2ccc(Cl)cc2)nn1-c1ccccc1	-12.6%	?	-27.8%[1.9 µM]	0.1%	-23.6%	?	-9.4%	-8.1%
Cc1ccc(-n2c(C)cc(C(=O)CN3CCOCC3)c2C)cc1	-5.4%	11.0%	-32.4%[inhibitor]	3.8%	-3.3%	-3.6%	3.1%	-10.0%
Cn1c(CCN2CCOCC2)nc2cc(NC(=O)COc3ccc(Cl)cc3)ccc21	-15.3%	-46.5%[inhibitor]	-0.6%	8.4%	5.4%	5.3%	2.4%	-27.3%
O=C(CCc1ccccc1)Nc1nc2c(F)cc(F)cc2s1	·	·	-22.7%[10 µM]	·	-10.8%	-8.0%	-0.5%[9.22 µM]	-3.7%
Cc1ccc(-c2cc(C(F)(F)F)n3nc(C(=O)Nc4ccon4)cc3n2)cc1C	·	·	-0.4%[10 µM]	·	7.8%	-2.5%	-1.3%[9.22 µM]	?
CC/S(=N\S(=O)(=O)c1ccc(C)cc1)c1ccccc1 (stereo not given)	-1.7%	·	-1.1%[10 µM]	-8.7%	-10.1%	0.7%	-0.6%[9.22 µM]	-3.7%
O=C(c1cc(F)c(F)cc1Cl)N1CCOCC1	8.2%	-1.5%	-4.1%[10 µM]	10.5%	-1.9%	?	-11.0%	5.0%
CCc1cccc(C)c1NC(=O)CSc1nnc(N)s1	-2.7%	-8.2%	·	·	1.6%	1.2%	·	·
CCO[C@H]1OC(C(=O)N2CCCCCCC2)=C[C@@H](c2coc3ccccc3c2=O)[C@@H]1CCCO	-6.0%	·	-15.6%[10 µM]	8.3%	-3.4%	6.4%	-5.0%[9.22 µM]	5.3%
CN(C)S(=O)(=O)c1cccc(NC(=S)N/N=C/c2cc(Br)ccc2O)c1	?	·	-23.3%[10 µM]	·	7.94µM*[quencher]	?	-8.4%[9.22 µM]	10µM*
CCN(CC(=O)Nc1ccc2c(c1)OCCO2)S(=O)(=O)c1ccc(C)cc1	-6.6%	-6.3%	-1.9%	-2.2%	-11.9%	0.4%	17.2%	-4.1%
CC(C)CC(=O)/C(=C\c1ccc(Cl)cc1Cl)n1cncn1	?	-110.7%[inhibitor]	-29.9%[10 µM]	22.4µM*	6.6%	1.4%	28.9%	-9.7%
CCOc1ccc(-c2nc3c(c(SCC(=O)N4CCCCC4)n2)Cc2cc(C)ccc2O3)cc1	-5.5%	1.3%	·	·	-4.2%	0.0%	·	·
Cc1cccc(Nc2nc(-c3c(C)nc4ccccn34)cs2)c1	?	-38.1%[inhibitor]	-46.9%[inhibitor]	?	?	-0.1%	11.2µM*	?
COC(=O)C1CCN(c2cc(=O)n(Cc3ccc(F)cc3)c(=O)[nH]2)CC1	-5.6%	-13.2%	-1.5%[0.074 µM]	-15.6%	-0.1%	-3.7%	6.6%	-1.4%
CCN(CCCNC(=O)C1CCN(S(=O)(=O)c2cccc3nonc23)CC1)Cc1ccccc1	0.0%	-10.7%	-9.6%	-12.6%	10.4%	5.0%	5.7%	0.3%

Shown as a hit in Tau fibril ThT, among the entries above:
SMILES	Tau fibril ThT	SMN2 splice up	ALDH1A1 block	Tau fibril FP	HttQ103 aggreg	JMJD2E inh
N#Cc1cc2c(nc1SCc1nc3ccccc3[nH]1)CCC2	6.31µM*	8.91µM*	?	12.3%	-12.0%	?

Just Tau fluor counter (3 entries from above):
Compound	Tau fluor counter
O=C(CCc1ccccc1)Nc1nc2c(F)cc(F)cc2s1	-10.8%
Cc1ccc(-c2cc(C(F)(F)F)n3nc(C(=O)Nc4ccon4)cc3n2)cc1C	7.8%
CC/S(=N\S(=O)(=O)c1ccc(C)cc1)c1ccccc1 (stereo not given)	-10.1%

This is a subset, so the mix of outcomes need not match the whole.
